# Hep lipid drop – inhibitors of hepatocyte lipid droplet formation, primary screen, imaging, high-throughput imaging, BODIPY stain. AML12 mouse hepatocytes, oleate lipid droplets. inhibition, % at 6.5 µM. 240,000 tested, 0.4% active;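 active = lipid droplet intensity inhibited by at least 50%, with more than 500 cells counted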
#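 Assay system: AML12 hepatocytes (mouse); Probe or stimulus: oleic acid at 100 µM to induce lipid droplet formation; Dosing: compound at 6.5 µM only; Schedule: compound with oleate, overnight; Detection: fluorescence imaging, 20x objective, two fields per well; Measure: % inhibition of lipid droplet signal.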
# bCat nuc transl – modulators of beta-catenin nuclear translocation, primary screen, imaging, HeLa cells, immunofluorescence, high-content | 190,000 tested, 0.3% active | nuclear translocation activity, % at 5 µM;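 active = nuclear translocation activity above 50% at 5 µM, with a well cell count of 50 or more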;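 also: per-cell ratio of nuclear to cytoplasmic median beta-catenin stain intensity; plate controls were DMSO negative control for no effect and GSK-3 inhibitor IX positive control for full effect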
#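 Test system: human HeLa cells, endogenous beta-catenin. Times: 24 h compound exposure, 37°C. Measured by: beta-catenin immunofluorescence imaging with DAPI.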
# Dynein cargo inh – inhibitors of GR-EGFP nuclear translocation, primary screen, dynein cargo transport inhibitor project, imaging, high-content, 3617.4 mouse cells; test concentration mostly 20 µM; stimulated with dexamethasone, 1 µM; active compounds read low; z-score, hits read low; 220,000 tested, 0.47% active; AID 1381, 2008;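 active = plate z-score of nuclear minus cytoplasmic receptor signal below a set negative limit, without overly bright fluorescence or cell loss, cut at about -3.5 in these data, passing the limit was not always enough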;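 also: z-score of nuclear minus cytoplasmic ring GR-EGFP intensity difference per well; some compounds called inactive have numbers as strong as hits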
#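 Buffer or medium: Induction medium lacking tetracycline, stripped serum | Also added: Dexamethasone agonist, 1.0 µM final, for 30 min | Timing: 48 h induction, 1 h compound, 30 min dex at 37 °C | Detection: Formaldehyde fixation, Hoechst nuclear stain, 10x automated fluorescence imaging | Measure: Nuclear versus cytoplasmic GR-EGFP signal, averaged per well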
# human PMI inhibition – inhibitors of human PMI, primary screen, biochemical, fluorescence intensity, coupled assay (AID 1209) | Mannose-6-phosphate isomerase (Homo sapiens) | one-dose inhibition, % at 20 µM; IC50 in µM for titrated hits | purified PMI enzyme, coupled fluorescence intensity; higher % means a stronger effect | 190,000 tested, 0.42% active; in the data active = inhibition above about 50%;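 also: plate controls were DMSO vehicle for no effect and wells lacking substrate for full effect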
# Ins promoter up – insulin promoter activators in MIN6 cells, imaging, high-content screening, mouse beta cells | MIN6 insulin promoter-GFP reporter; active compounds read high | z-score at 5 µM | 190,000 tested, 0.3% active | AID 1625, 2009;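 active = z-score above 3 at 5 µM with at least 500 cells counted in the well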
# MT stabilize HCS – microtubule stabilizers in HeLa cells, primary screen, imaging, high-content imaging; HeLa tubulin immunostaining HCS, 24 h; share of cells brighter than vehicle mean+2SD; % tubulin-high responders, % at 10 µM; 200,000 tested, 0.83% active;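 active = plate Z-score above 3 for both tubulin-high and condensed-nucleus cell shares, with cell loss under 80%, at 10 µM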;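 also: anti alpha tubulin signal scored within the nucleus-defined area of each cell; some results filed as inactive read as strong as hits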
# TNAP activation fold – human TNAP enzyme activators, primary screen, biochemical, luminescent, no phosphate acceptor, uHTS (AID 1001); purified TNAP, luminescent activation assay, no phosphate acceptor; higher activation fold means a stronger effect; Alkaline phosphatase, tissue-nonspecific isozyme (Homo sapiens); 200,000 tested, 0.03% active; activation fold at 20 µM; hits with a dose series show EC50 in µM; in the data active = activation fold from about 3, or a potency from the dose series; inactive = the rest, 99 in 100 with activation fold below about 1.6; also: many of its hits are not listed in these tables
# T cell HTS – modulators of CD8 T cell-vesicle binding, primary screen, mouse 2C CD8+ T cells, flow cytometry; calls only at 7 µM; 2C CD8+ T cell-vesicle binding; active compounds read low; AID 2052, 2009; 330,000 tested, 0.068% active;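 active = response, share of CD8 T cells binding vesicles, and their 90th percentile fluorescence all below set limits, cut at about 80% in these data, passing the limit was not always enough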
#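 Assay system: 2C TCR transgenic mouse naive CD8+ T cells, MACS-purified | Read-out: CD8+ gate FL2 mean fluorescence as % of same-row positive control | Signal: High-throughput flow cytometry with anti-B7-1 and anti-CD8 staining | Timing: Binding step 1.5 h, 37 °C, antibody labelling 20 min, ice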
# Myeloid diff 2 – induction of myeloid progenitor differentiation, primary screen, cell-based, flow cytometry, MLPCN library. ER-HoxA9 myeloid progenitors, lysozyme-GFP differentiation. AID 624256, 2012. calls only at 10 µM. 360,000 tested, 1% active;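 active = normalized GFP-positive differentiation at or above the plate's own cutoff, the solvent-only control mean plus 3 SD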;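 also: cells exposed to compound for four days before flow analysis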
# Dynein cargo inh cytoplasmic EGFP – recorded beside Dynein cargo inh, whose call it bears; z-score; measured here: cytoplasmic GR-EGFP intensity; active compounds read high
# Dynein cargo inh nuclear GR-EGFP – recorded beside Dynein cargo inh, whose call it bears; z-score; measured here: nuclear GR-EGFP intensity;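 lower value marks the stronger effect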
# Dynein cargo inh cell count – second read-out of Dynein cargo inh, no call of its own (marks repeat the call); z-score; measured here: cell count per field
# Ins promoter up cell count – recorded beside Ins promoter up, whose call it bears; cell count; measured here: cytotoxicity, nuclei count;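 total cells summed across four imaged fields per well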
# Hep lipid drop cells 6.5 µM – further read-out of Hep lipid drop, marked with its call; cell count; measured here: cell count, cytotoxicity flag;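 cells counted across two imaged fields per well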
# bCat nuc transl cell count 5 µM – further read-out of bCat nuc transl, marked with its call; cell count; measured here: cell count, cytotoxicity flag
# T cell HTS vesicle-bound % – second read-out of T cell HTS, no call of its own (marks repeat the call); double positive events, %; measured here: CD8+ vesicle-bound cell fraction;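 binding gate set so that unloaded-vesicle control wells show 10% double positive cells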
# MT stabilize HCS Hoechst-high % – recorded beside MT stabilize HCS, whose call it bears; % Hoechst-high responders; measured here: nuclear condensation Hoechst responders;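 share of cells brighter than vehicle mean plus two SD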
# MT stabilize HCS cytotoxicity % – second read-out of MT stabilize HCS, no call of its own (marks repeat the call); toxicity, %; measured here: cytotoxicity by cell density;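 0% = mean cell density of plate MIN control wells and 100% = no cells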
# Myeloid diff 2 GFP+ MAC1+ % – recorded beside Myeloid diff 2, whose call it bears; GFP+ MAC1+ double positive, %; measured here: differentiation confirmed by MAC1 staining
# Active calls of the source: *; i = inactive; x = no result given. This is a random part of the collection (roughly 3% active in at least one column).
SMILES,Hep lipid drop,Hep lipid drop cells 6.5 µM,bCat nuc transl,bCat nuc transl cell count 5 µM,Dynein cargo inh,Dynein cargo inh cytoplasmic EGFP,Dynein cargo inh nuclear GR-EGFP,Dynein cargo inh cell count,human PMI inhibition,Ins promoter up,Ins promoter up cell count,MT stabilize HCS,MT stabilize HCS Hoechst-high %,MT stabilize HCS cytotoxicity %,TNAP activation fold,T cell HTS,T cell HTS vesicle-bound %,Myeloid diff 2,Myeloid diff 2 GFP+ MAC1+ %
CCCCN(CC)CCCNC(=O)CC1Oc2ccccc2NC1=O (stereo not drawn),5,619,-1.1,1121,0.43,-0.14,0.62,-0.84,2%,-0.08,1838,4.8,2.1,6.3,1.2,i,17,i,6.5
O=C(NC1CCCCC1)C(c1ccc2ncccc2c1)N(Cc1ccc(F)cc1)C(=O)c1cccs1 (stereo not drawn),-62,677,-0.3,1000,-0.059,-0.23,-0.21,0.36,18%,-0.2,1891,4.2,1.3,3.1,1.1,i,18,i,12
O=C(NCc1ccccc1)C1CCC1,2,664,x,x,0.72,-0.36,0.71,0.84,-8%,0.5,1442,2.9,3.2,3.1,1.1,i,35,i,0.0
Cc1ccc2nc(SCC(=O)c3c(N)n(C)c(=O)n(C)c3=O)[nH]c2c1,25,677,-2.9,1187,-0.52,-0.32,0.32,0.73,-15%,-0.3,1228,3.9,1.8,7.3,1.3,i,49,i,0.4
COc1cccc(CNC(=O)CCS(=O)(=O)c2cccc3nonc23)c1,-3,757,5.4,1130,0.27,-0.098,0.43,0.069,6%,0.42,1285,1.6,1.9,6.6,1.1,i,60,i,3.1
NC(=O)C(=O)N/N=C/c1c(F)c(F)c(F)c(F)c1F,18,742,-0.7,1104,-2.1,0.49,-0.84,-0.77,1%,0.75,1063,2.1,2.2,8.1,1,i,42,i,0.4
COc1ccccc1N1CCN(C(=O)C2CCCCN2S(=O)(=O)c2ccc(C)cc2)CC1 (stereo not drawn),1,751,-0.7,1333,-0.33,-0.15,-0.14,0.15,x,-1.2,960,x,x,x,x,i,58,i,0.7
CCOC(=O)c1c(NC(=O)C2C3C=CC(CC3)C2C(=O)O)sc(C)c1CC (stereo not drawn),3,704,-3.4,603,0.58,-0.27,0.068,-0.92,4%,1.3,1319,3.6,2.3,4.5,1,i,47,i,0.5
C=CCOCCN(CC)CC,5,732,1.5,1230,-0.31,-0.19,-0.31,-0.32,x,0.16,1354,x,x,x,x,i,21,i,0.1
CCOc1ccc(-c2nc(CSCC(=O)NC3CCCc4ccccc43)c(C)o2)cc1 (stereo not drawn),2,755,x,x,-0.9,-0.23,-0.33,0.49,12%,-0.84,797,1.7,2.1,6.8,1.2,i,11,i,7.5
COc1ccc(/C=N/Nc2nc3ccccc3c(=O)[nH]2)cc1,x,x,0.3,1472,1.6,-0.16,0.51,-2.2,2%,1.1,1488,1.1,0.9,7.6,1.1,i,24,i,4.1
Fc1ccc(-c2n[nH]c(=S)n2CC2CCCO2)cc1 (stereo not drawn),-4,768,0.6,1043,-0.57,-0.0033,-0.33,1.1,-1%,0.78,870,2.5,1.0,9.5,0.7,i,50,i,0.7
O=C(c1ccc(S(=O)(=O)N2CCCCC2)cc1)N1CCN(c2ccccc2)CC1,4,735,-5.8,1262,-1.2,-0.34,-0.25,0.55,4%,0.18,1228,6.2,3.4,5.5,1.1,i,9,i,4.9
CN(C)C(=O)CN(c1ccc(F)c(Cl)c1)S(C)(=O)=O,-4,636,x,x,-0.35,-0.29,-0.089,0.11,11%,1.1,1023,2.5,0.3,21,1,i,19,i,6.5
O=C(c1ccccc1)c1ccc2nc(-c3ccc(NC(=O)c4ccccc4F)cc3)[nH]c2c1,x,x,x,x,0.17,-0.16,-0.17,0.11,7%,x,x,9.0,2.1,5.4,1.1,i,20,i,0.4
COc1ccc(N(C(=O)c2ccncc2)S(=O)(=O)c2ccc3c4c(cccc24)C(=O)N3C)cc1,5,660,7.5,703,i,x,x,-5.1,5%,0.74,1596,3.1,1.8,1.9,1,i,33,i,0.6
CCOc1cc(/C=N/NC(=O)c2ccc(-c3csc(Nc4ccc(C)cc4)n3)cc2)ccc1OCC(=O)O,33,700,-2.9,1062,-0.13,-0.25,0.3,-0.76,-1%,-0.54,1495,4.3,3.5,7.6,1.1,x,x,i,0.3
C/C(=C\c1ccccc1)CN1CCC(C(=O)N2CCCC(C)C2)CC1 (stereo not drawn),7,640,-5.9,1114,0.41,0.26,0.046,-1.7,-4%,x,x,5.3,1.0,3.2,1,i,57,i,0.3
O=[N+]([O-])c1ccc(C[n+]2ccc(Cc3ccccc3)cc2)cc1,-5,732,0.3,1059,0.41,-0.22,0.32,0.21,-8%,-0.26,1128,1.7,1.2,4.7,1.2,i,38,i,0.4
CC(C)C(=O)Nc1ccc(C(=O)NNC(=S)NC(=O)c2ccccc2[N+](=O)[O-])cc1,x,x,0.0,1563,0.58,-0.28,0.57,0.26,-12%,0.35,1417,2.1,2.2,1.2,2.5,i,29,i,0.6
COc1ccc(-c2n[nH]c(=S)n2-c2cc(OC)ccc2OC)cc1,9,707,1.1,1278,0.053,-0.71,-0.1,-0.91,x,0.04,1091,x,x,x,x,i,42,i,0.5
Cc1ccc(CN=C(Nc2ccccc2)NC2CCCCC2)cc1,-4,626,-3.0,1177,-0.82,-0.18,-0.31,0.11,8%,-1.1,1286,3.7,2.9,6.0,1.2,i,40,i,0.2
Cc1ccc(C)c(N2CCN(C(=O)CCn3c(=S)[nH]c4cc5c(cc4c3=O)OCO5)CC2)c1,x,x,-2.0,970,-0.4,-0.22,-0.085,0.66,11%,0.41,1187,3.6,1.6,11,1.1,i,26,i,0.5
c1csc(-c2cn3ccc4ccccc4c3n2)c1,0,669,-0.4,1512,-0.66,-0.21,-0.24,0.028,-9%,1.3,1500,3.6,4.1,6.8,1,i,61,i,0.3
O=C(O)Cc1nc(-c2cccnc2)sc1-c1ccc(Br)cc1,7,663,-2.4,1230,-0.92,-0.16,-0.48,0.41,x,0.13,1413,x,x,x,x,i,29,i,1.9
# Next part:
SMILES,Hep lipid drop,Hep lipid drop cells 6.5 µM,bCat nuc transl,bCat nuc transl cell count 5 µM,Dynein cargo inh,Dynein cargo inh cytoplasmic EGFP,Dynein cargo inh nuclear GR-EGFP,Dynein cargo inh cell count,human PMI inhibition,Ins promoter up,Ins promoter up cell count,MT stabilize HCS,MT stabilize HCS Hoechst-high %,MT stabilize HCS cytotoxicity %,TNAP activation fold,T cell HTS,T cell HTS vesicle-bound %,Myeloid diff 2,Myeloid diff 2 GFP+ MAC1+ %
O=C(CCc1ccccc1O)N/N=C/c1ccc(Sc2cccc3cccnc23)o1,14,764,x,x,0.18,0.52,-0.077,-0.51,8%,x,x,2.3,1.3,7.7,1.1,i,44,i,2.8
O=C(COC(=O)Cc1c[nH]c2ccccc12)Nc1cccc2ccccc12,6,553,-1.1,1091,1.1,0.022,0.71,-0.69,12%,x,x,1.8,2.5,11,1.3,i,51,i,0.5
CC(=O)Nc1sc(N/N=C\c2ccccc2F)nc1-c1cccs1,8,671,-4.2,1224,0.18,-0.16,0.4,-0.41,6%,-0.13,1382,3.8,3.0,7.6,1,i,57,i,1.1
O=C1CC(N2CCOCC2)C(=O)N1c1ccc2c(c1)OCO2 (stereo not drawn),-1,668,-1.0,1013,-0.61,-0.17,-0.069,0.32,16%,0.55,1237,3.4,2.2,6.5,1.1,i,53,i,1.0
CC(C)C(=O)Nc1ccc2oc(=O)ccc2c1,10,724,-0.9,930,2.7,-0.22,2,-1.5,-3%,-0.49,1646,3.6,1.2,8.5,1.2,i,41,i,0.6
COc1ccccc1N1CCN(C2CCN(C(=O)COc3cccc(C)c3)CC2)CC1,6,636,-2.3,507,1.3,-0.19,0.25,-0.96,3%,0.06,1424,5.5,5.2,8.8,1.1,i,36,i,0.7
CCn1c(CNC(=O)COc2ccc(C(C)C)cc2)nnc1SCC(=O)Nc1ccc(F)cc1,-7,852,-10,895,-0.26,-0.25,-0.35,0.97,11%,x,x,3.5,2.4,5.9,1,i,66,i,5.0

# 2 records picked at random from those above:
SMILES,Hep lipid drop,Hep lipid drop cells 6.5 µM,bCat nuc transl,bCat nuc transl cell count 5 µM,Dynein cargo inh,Dynein cargo inh cytoplasmic EGFP,Dynein cargo inh nuclear GR-EGFP,Dynein cargo inh cell count,human PMI inhibition,Ins promoter up,Ins promoter up cell count,MT stabilize HCS,MT stabilize HCS Hoechst-high %,MT stabilize HCS cytotoxicity %,TNAP activation fold,T cell HTS,T cell HTS vesicle-bound %,Myeloid diff 2,Myeloid diff 2 GFP+ MAC1+ %
C=CCOCCN(CC)CC,5,732,1.5,1230,-0.31,-0.19,-0.31,-0.32,x,0.16,1354,x,x,x,x,i,21,i,0.1
CN(C)C(=O)CN(c1ccc(F)c(Cl)c1)S(C)(=O)=O,-4,636,x,x,-0.35,-0.29,-0.089,0.11,11%,1.1,1023,2.5,0.3,21,1,i,19,i,6.5
